PriA SSB inh – blocks PriA binding to SSB C-terminal tail; AlphaScreen SSBct-PriA binding, biotinylated peptide; inhibition, % at 33 µM; 430,000 tested, 0.6% active; in the data active = inhibition mostly above about 37%, no sharp cut-off; inactive = mostly below about 20%;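 note: plate controls were negative control peptide for no effect and reference peptide for full effect; strong numbers were not always called active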
Numbers without * were called inactive; & = joins results of further samples.

mol | PriA SSB inh
O=C(O)CCC(=NNC(=O)CNC(=O)C(c1ccccc1)c1ccccc1)c1ccccc1 | -3
CC1(C)COc2cc(NC(=O)c3cccs3)ccc2NC1=O | 7
CSc1ccc([C@@H](O)CNS(=O)(=O)c2ccccc2Cl)cc1 | -1
Cc1ccc(S(=O)(=O)NCCN2CCN(c3ccccc3F)CC2)s1 | -5
Cc1ccc(S(=O)(=O)N(C)c2ccc(OCC(=O)Nc3ccccc3Cl)cc2)cc1 | -3
O=C(Nc1ccccc1C(F)(F)F)N1CC[C@H](c2ccc3c(c2)OCO3)C1 | -14
CCOC(=O)c1ccccc1NC(=O)CSc1nnc(-c2cccnc2)o1 | -9
COc1cc(C=NNC(=O)c2ccc(NC(=O)C3CC3)cc2)ccc1OC(C)=O | -14
O=C(NCCS(=O)(=O)N1CCc2ccccc2C1)c1ccc(F)c(F)c1 | -12
O=C(NN=Cc1ccco1)C1CC1 | -13

Structural class: those above containing a Cl atom
mol | PriA SSB inh
CSc1ccc([C@@H](O)CNS(=O)(=O)c2ccccc2Cl)cc1 | -1
Cc1ccc(S(=O)(=O)N(C)c2ccc(OCC(=O)Nc3ccccc3Cl)cc2)cc1 | -3

(next part)
mol | PriA SSB inh
COc1cccc(C=NNC(=O)C(=O)NCc2cccnc2)c1O | 14
O=C(NN=Cc1ccc(N2CCOCC2)cc1)c1ccc(NS(=O)(=O)c2cccs2)cc1 | -14
CCc1ccc(C(C)=NNC(=O)c2ccc(-n3cnnn3)cc2)cc1 | -4
Cc1cn2c(=O)c(C(=O)NCc3ccco3)cnc2s1 | -9
Cc1nn(CCC(C)C)c(=O)c2c1cnn2C(C)(C)C | -1
COC(=O)Nc1ccc(S(=O)(=O)NCC2CCN(C(=O)c3ccoc3)CC2)cc1 | -3
COCCc1nnc(NC(=O)CSCc2ccccc2)o1 | -28
CCn1nccc1C(=O)Nc1ccccc1S(C)(=O)=O | -2
O=C(Cc1cccs1)Nc1ccc2c(c1)C(=O)Nc1ccccc1O2 | -1
Cc1cc(OC2CN(C(=O)c3cc(C4CC4)on3)C2)cc(=O)o1 | -23

Some of the entries so far, field by field:
COCCc1nnc(NC(=O)CSCc2ccccc2)o1
  PriA SSB inh = -28
CCn1nccc1C(=O)Nc1ccccc1S(C)(=O)=O
  PriA SSB inh = -2
O=C(Cc1cccs1)Nc1ccc2c(c1)C(=O)Nc1ccccc1O2
  PriA SSB inh = -1
Cc1cc(OC2CN(C(=O)c3cc(C4CC4)on3)C2)cc(=O)o1
  PriA SSB inh = -23

Carrying on:
mol | PriA SSB inh
CON(C)C(=O)c1cc(OCc2ccccc2)no1 | -32
COc1ccc(S(=O)(=O)NCCn2nc(C(F)(F)F)c3c2CCCC3)c(OC)c1 | 1
O=S(=O)(Nc1cc(Sc2ccccc2)c(O)c2ccccc12)c1cccs1 | 0
Cc1nc(-c2cccs2)c(CCC(=O)Nc2ccccc2F)s1 | -7
O=C(CCCCn1c(=O)c2ccccc2n(Cc2ccc(Br)cc2F)c1=O)NCc1ccco1 | -19
CCc1cc(=O)[nH]c(-n2nc(C)cc2NC(=O)c2cccs2)n1 | -3
NC(=O)CSC1=NS(=O)(=O)c2cc(F)ccc2N1 | -14
O=[N+]([O-])c1ccccc1S(=O)(=O)Oc1ccccc1C=Nn1cnnc1 | -9
O=C(COc1ccc(-n2cccn2)nn1)N1CCN(c2ncccn2)CC1 | -16
O=C(CCc1csc2nc(-c3ccccc3)cn12)N1CCN(c2ccccn2)CC1 | -8&-5

Next compounds
mol | PriA SSB inh
CCOc1cccc2sc(N(Cc3cccnc3)C(=O)c3cc(C)oc3C)nc12 | -22
CCOc1ccccc1C(=O)N1CCC(Oc2ccc(C(F)(F)F)cn2)CC1 | -9
CCN(CC)S(=O)(=O)c1ccc(C(=O)Nc2cc(C)nn2C(C)C)cc1 | 4
CC(CCc1ccccc1)NC(=O)CCc1csc(NC(=O)NC2CCCCC2)n1 (stereo not given) | -8
O=C(NC(C(=O)NN=Cc1ccncc1)c1n[nH]c(=O)c2ccccc12)c1ccccc1 (stereo not given) | -4
CN(C)S(=O)(=O)NC[C@H](Cc1cccc(F)c1)N1CCNC1=O | -2
Cc1cc(C(=O)Nc2ccc(Cl)cc2C(=O)c2ccccc2Cl)n(C)n1 | -13
COc1cc2ccccc2cc1C(=O)Nc1cccc(-c2nc3ccccc3[nH]2)c1 | -8
O=C(NC1CCN(c2nccs2)C1)c1cnn(-c2ccccc2)n1 (stereo not given) | -1
O=C(COc1ccc(F)cc1)NCCN1CCO[C@H](c2ccccc2)C1 | -17

Remaining list, next part:
mol | PriA SSB inh
COc1ccccc1-c1coc2c3c(ccc2c1=O)OCN(C[C@H]1CCCO1)C3 | -14
O=C(Cc1ccc(F)cc1)N1CCC(Oc2ncccc2Cl)CC1 | -7
CSc1ccc(C(=O)Nc2nc3c(C)ccc(Cl)c3s2)cc1 | 4
O=C(NCc1ccc2c(c1)OCO2)c1n[nH]nc1Nc1ccccc1Cl | -8
CC(C)(C)c1ccc(OCCCC(=O)Nc2ccc3c(c2)OCCO3)cc1 | -14&-1
O=C(c1cc(C2CC2)on1)N1CCc2nc3ccccn3c(=O)c2C1 | -6
Cc1cc(F)ccc1S(=O)(=O)ON1C(=O)c2ccccc2C1=O | -10
CC(Oc1ccc(C(C)(C)C)cc1)c1ccnc2nc(N=CN(C)C)nn12 (stereo not given) | -3
COc1ccc(NC(=O)Cn2cnc3c([nH]c4cc(OC)c(OC)cc43)c2=O)cc1OC | -15
Cc1ccc(NC(=O)Nc2nccn(-c3ccc(Br)cc3)c2=O)cc1C | 0

(more compounds)
mol | PriA SSB inh
CC(=O)N1CCc2ccc(NC(=O)c3ccc(F)c(F)c3)cc21 | -10
CC(/C=C/c1ccco1)=NNC(=O)c1cccc(Cl)c1 | 3
O=C(CSc1ccc(Cl)cc1)Nc1nnc(-c2cccs2)o1 | 0
COc1cc(/C=C/C(=O)Nc2nncs2)cc(OC)c1OC | 4
CCc1ccc(NC(=O)c2oc3ccccc3c2N)cc1 | 15
CCOC(=O)c1ccc(N2C(=O)C3Sc4[nH]c(=O)sc4C(C(=O)OC)C3C2=O)cc1 (stereo not given) | 13
O=C(Nc1cc2c3c(c1)CCN3C(=O)CC2)c1ccccc1Cl | 2
O=C(NCCOc1cc(N2CCCCC2)ncn1)Nc1ccccc1Cl | -12&-10
COc1ccccc1-n1ncc2c(=O)[nH]c(SC(C)c3ccccc3)nc21 (stereo not given) | 6
CCOC(=O)CN1CC(c2nc(-c3ccsc3)no2)C1 | -10

Additional entries follow.
mol | PriA SSB inh
Cc1ccc(-c2ccc(=O)n(CCCNC(=O)C(C)Oc3ccc4c(c3)OCO4)n2)cc1 (stereo not given) | 2
CCCCn1c(C)csc1=Nc1ccccc1 | 61
Cn1cc(C(=O)N2CCSC(c3ccccc3Cl)CC2)nn1 (stereo not given) | -6
CSc1ccc(CC(=O)Nc2nc3ccc4sc(C)nc4c3s2)cc1 | 10
Cn1cc(C=NNC(=O)c2cccc([N+](=O)[O-])c2)c2ccccc21 | -17
O=C(c1ccccc1C(F)(F)F)N1CCN(c2ccc(-c3cccs3)nn2)CC1 | 26
CCOc1ccc(-c2noc(CSc3nc4ccsc4c(=O)n3Cc3ccccc3)n2)cc1 | -16
CCOc1ccc(-n2nnc3c(N4CCN(C(=O)OCc5ccccc5)CC4)ncnc32)cc1 | -14
Cc1nc(C)c(C(=O)Nc2ccccc2F)s1 | 1
O=c1c2cnn(CCO)c2ncn1Cc1ccc(Br)cc1 | -1

Rewritten with each value named: part of the list above
Cn1cc(C=NNC(=O)c2cccc([N+](=O)[O-])c2)c2ccccc21
  PriA SSB inh: -17

O=C(c1ccccc1C(F)(F)F)N1CCN(c2ccc(-c3cccs3)nn2)CC1
  PriA SSB inh: 26

CCOc1ccc(-c2noc(CSc3nc4ccsc4c(=O)n3Cc3ccccc3)n2)cc1
  PriA SSB inh: -16

CCOc1ccc(-n2nnc3c(N4CCN(C(=O)OCc5ccccc5)CC4)ncnc32)cc1
  PriA SSB inh: -14

The results go on:
mol | PriA SSB inh
CCCc1cc(=O)n(CC(=O)N2CCN(c3ccc(F)c(Cl)c3)CC2)cn1 | -5&13
COP(=O)(OC)C(C=O)=NNc1ccc([N+](=O)[O-])cc1 | -8
CN(C)c1ncc(NC(=O)Nc2ccccc2Cl)c(N(C)C)n1 | -30
COc1cccc(-c2csc(-n3nc(C)cc3NC(=O)c3c(F)cccc3F)n2)c1 | 4
O=C(NCc1ccncc1)c1ccc(CS(=O)(=O)Cc2ccccc2Cl)o1 | -19
CCSc1ccccc1C(=O)Nc1nc2c(s1)COCC2 | -19
O=C(NCc1ccsc1)c1ccc(F)cc1 | -2
COC(=O)c1ccc(NC(=O)CCc2csc(NC(=O)NC3CCCCC3)n2)cc1 | 0
COCCNC(=O)COc1cccc2c1CCNC2=O | -6
O=C(Nc1ccc2c(c1)OCO2)C1CCCN(c2ccc(-c3ccco3)nn2)C1 (stereo not given) | 25

Carrying on:
mol | PriA SSB inh
CC(=O)NCCCc1nc2ccccc2[nH]1 | -5
Cc1ccc(-c2csc3nc(SCC(=O)c4ccc(F)cc4)n(-c4ccccc4)c(=O)c23)o1 | -8
Cc1ccc2cccc(C(=O)N3CC(S(=O)(=O)CC(C)C)C3)c2n1 | -3
Cc1nc2sc(C)c(C)n2c(=O)c1NC(=O)CC(c1ccccc1)c1ccccc1 | -3
CN(C)c1ccc(C(=S)N2CCN(C(=S)c3cccc(Br)c3)CC2)cc1 | -18
COc1cc2[nH]c3c(=O)n(CCC(=O)N4CCC(C(N)=O)CC4)cnc3c2cc1OC | -5
O=C(O)CSc1nnc(-c2cccc(S(=O)(=O)N3CCCC3)c2)o1 | 9
COc1ccc(NC(=O)C(=O)NCC2CCN(C(C)C)CC2)cc1Cl | -11&9
C=CCc1cc(C=O)cc(OC)c1O | 5
Cc1nc2c(-c3ccccc3)cnn2c(C)c1CCC(=O)O | -7

Following part.
mol | PriA SSB inh
Cc1csc(CN2CCN(C(=O)COc3ccc(Cl)cc3Cl)CC2)n1 | -12
CN1CCCc2cc(C(CNC(=O)NC(C)(C)C)N3CCCC3)ccc21 (stereo not given) | -8
CCN(C(=O)CCc1sc(C)nc1-c1cccs1)C1CCS(=O)(=O)C1 (stereo not given) | -14
O=C(O)c1cc(-c2ccccc2F)n[nH]1 | -3
O=C(NN=Cc1ccccc1)c1c(O)c2ccccc2[nH]c1=O | 10
CCOc1cc(-c2ccc(C)cc2)nc2ccc(C(=O)NCCN3CCOCC3)cc12 | -9
O=C(NCc1cccc(Br)c1)c1ccc(Oc2nccnc2N2CCCCC2)cc1 | -8
CSC[C@@](C)(O)CNC(=O)c1c(C)cc(C)cc1C | -8
Cc1cc(C)nc(NN=Cc2ccc([N+](=O)[O-])o2)n1 | -5
CN1/C(=C\C=NNC(=O)c2cccnc2)C(C)(C)c2ccccc21 | -2

Following part
mol | PriA SSB inh
CSc1nc(C)c(C(C)=O)c(-c2ccc(Cl)cc2)c1C#N | -22
Cc1cccc(C(N)=NOC(=O)c2ccc3c(c2)OCO3)c1 | -3
C=CCN1C(=O)C(C)(C)COc2ccc(NC(=O)COCC)cc21 | 21
Fc1ccc(Nc2ncnc3[nH]ncc23)cc1F | -16
O=C(Nc1cc(N2CCCC2)ncn1)c1ccsc1 | 8
COc1cccc(C=NN(C)C2=NS(=O)(=O)c3ccccc32)c1O | -9
CCCn1c2ccc(C(C)=NO)cc2c2cc(C(C)=NO)ccc21 | -1
Cc1csc(C(=O)NCCn2nc(-n3cncn3)ccc2=O)c1 | -15
COC(=O)C(Cc1ccc(Cl)cc1)Sc1nnc(N)s1 (stereo not given) | 2
COc1ccc(C)cc1NC(=O)Cn1c(N2CCCC2)nc(C)cc1=O | 0

Continuation:
mol | PriA SSB inh
CC(=O)c1ccc(NC(=O)Cn2c(=O)c3c(N4CCN(C(C)=O)CC4)ccnc3n(C)c2=O)cc1 | 5
NC(=NN=Cc1cccs1)SC1CC(=O)N(c2cccc([N+](=O)[O-])c2)C1=O (stereo not given) | -6
COc1ccc(C2CCNC2)cc1 (stereo not given) | 29
CCOc1ccc(-c2nc(NC(=O)c3ccn(C)n3)sc2C)cc1 | 0&7
O=C(NN=Cc1c(F)c(F)c(F)c(F)c1F)c1cccc(S(=O)(=O)N2CCOCC2)c1 | -9
CCOC(=O)C1CCCN(C(c2ccco2)c2sc3nc(CC)nn3c2O)C1 (stereo not given) | 14
COc1cc(OC)c(NC(=O)CS(=O)(=O)c2ccc(Cl)s2)cc1Cl | 0
CCCN1C(=O)C(C)(C)COc2ccc(NS(=O)(=O)c3cc(F)ccc3F)cc21 | 5
COc1ccc(C(=O)COC(=O)c2ccc3ccccc3n2)cc1OC | -7
CCN(CC)c1ccc(C=NN2C(C)CCCC2C)c(O)c1 (stereo not given) | 17

(listing goes on)
mol | PriA SSB inh
COc1ccc(Cl)cc1C(=O)Nc1cc2c3c(c1)CCN3C(=O)CC2 | -7
COc1ccc(OC)c(S(=O)(=O)NCC(c2cccc3ccccc23)N2CCOCC2)c1 (stereo not given) | -3
O=C(Cn1c(C2CC2)nc2c(cnn2-c2ccccc2)c1=O)NCc1ccco1 | 0
O=C(OCc1cc(-c2cccs2)on1)c1cc2ccccc2oc1=O | 6
Cc1ccc(NC(=O)N2CCN(c3cc(N4CCOCC4)cnn3)CC2)c(Cl)c1 | -20
CCc1cc(=O)[nH]c(SCC(=O)OC)n1 | -9
COc1cccc([C@H](CNC(=O)c2cccs2)N2CCOCC2)c1 | -2
O=C(NN=Cc1ccncc1)c1ccc(COc2cccc3cccnc23)cc1 | -13
O=C(Nc1ccn2nccc2c1)c1cccc2ccccc12 | 3
O=C(NCCSC1CCOCC1)C1CCC1 | 12
CCOc1ccc(CC(=O)NN=C(C)c2cccnc2)cc1 | -3

An excerpt. The share of hits here may be higher or lower than overall.
